MLLE-PAM2 inh: blocks PAM2 peptide binding to the PABP1 MLLE domain. 360,000 compounds, 0.36% hits. GST-MLLE / FITC-PAM2 fluorescence polarization. inhibition, % at 20 µM; in the data active = inhibition above about 35%, passing the limit was not always enough;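 note: plate controls were DMSO wells with GST-MLLE for no effect and wells lacking GST-MLLE protein for full effect; some results filed as inactive read as strong as hits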
MT1-MMP act inh: inhibitors of human MT1-MMP activation; P50281; HT1080 RFP-PRO-GFP cells, GFP/RFP ratio fluorescence, overnight; percent of plate control window, DMSO zero; GFP/RFP ratio change, % at 20 µM; 360,000 compounds, 0.061% hits; AID 651647;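 active = GFP/RFP ratio change of at least 30% with cell ATP level not reduced by more than half and red fluorescence within 50% of control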; note: strong numbers were not always called active
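Assay system: HT1080 cells carrying an RFP-PRO-GFP reporter | Dosing: Single dose of 20 µM compound, 1% DMSO final | Incubation: Cells overnight before dosing, compound overnight, 37 °C, 5% CO2 | Evaluation: GFP/RFP fluorescence ratio | Control set: DMSO and RFP-L50D-GFP cell wells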
bovine MsrA act: activates bovine MsrA enzyme. activation, % at 10.6 µM. purified bovine MsrA, absorbance read-out. 360,000 compounds, 0.3% hits; in the data active = activation above about 7.5%;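 note: 0% = vehicle and 100% = reference activator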
CendR NRP1 mod: NRP-1/CendR interaction modulation. AID 602438. FAM-RPARPAR peptide binding to NRP-1, fluorescence polarization. 360,000 compounds, 0.85% hits. inhibition, % at 25 µM;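 active = inhibition or corrected inhibition above about 18%, plus a signal ratio from 0.5 to 1.5, limit read from the data, passing the limit was not always enough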; note: strong numbers were not always called active
Target sequence (O14786 whole entry, looked up): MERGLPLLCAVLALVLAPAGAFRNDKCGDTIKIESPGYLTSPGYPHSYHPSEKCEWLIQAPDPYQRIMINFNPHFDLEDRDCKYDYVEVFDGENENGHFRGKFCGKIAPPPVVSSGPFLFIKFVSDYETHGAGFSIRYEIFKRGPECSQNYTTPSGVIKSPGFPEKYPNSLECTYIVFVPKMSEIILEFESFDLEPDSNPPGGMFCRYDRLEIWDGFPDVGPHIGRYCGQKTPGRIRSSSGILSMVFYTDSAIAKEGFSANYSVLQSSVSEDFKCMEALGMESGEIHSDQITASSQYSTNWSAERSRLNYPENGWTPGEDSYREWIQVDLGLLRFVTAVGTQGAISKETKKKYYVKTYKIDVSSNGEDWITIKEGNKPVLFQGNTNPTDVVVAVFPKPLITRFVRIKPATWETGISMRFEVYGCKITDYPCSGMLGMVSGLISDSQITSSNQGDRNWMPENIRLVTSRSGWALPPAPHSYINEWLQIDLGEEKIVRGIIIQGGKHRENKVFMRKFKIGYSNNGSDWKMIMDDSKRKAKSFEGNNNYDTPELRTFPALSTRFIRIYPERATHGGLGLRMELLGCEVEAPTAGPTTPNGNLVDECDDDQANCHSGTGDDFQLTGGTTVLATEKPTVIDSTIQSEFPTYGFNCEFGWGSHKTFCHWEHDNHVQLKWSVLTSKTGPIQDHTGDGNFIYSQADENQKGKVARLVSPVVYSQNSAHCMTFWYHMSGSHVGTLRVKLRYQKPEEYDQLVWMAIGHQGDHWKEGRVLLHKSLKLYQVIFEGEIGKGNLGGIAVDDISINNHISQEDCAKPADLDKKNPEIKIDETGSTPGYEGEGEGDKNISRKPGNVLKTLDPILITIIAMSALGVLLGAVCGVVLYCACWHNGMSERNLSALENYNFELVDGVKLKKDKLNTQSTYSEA
Neddylation inh: inhibitors of human cullin neddylation. P61081+Q13564. calls only at 25 µM. TR-FRET cullin neddylation, biochemical. 360,000 compounds, 0.58% hits; in the data active = inhibition above about 36%
SKN-1 inh: inhibitors of C. elegans SKN-1; C. elegans VP596 Pgst-4::GFP/RFP ratio, acrylamide-induced, 24 h; inhibition, % at 21.8 µM; 360,000 compounds, 0.49% hits; AID 624304;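 active = interference check ratio from 0.5 to 1.5 plus GFP to RFP signal ratio inhibition reaching or exceeding a fixed threshold, cut at about 30% in these data, passing the limit was not always enough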; note: some compounds called inactive have numbers as strong as hits
Rin1 Abl inh: inhibitors of human Rin1-Abl protein interaction | P00519+Q13671 | TR-FRET Rin1/Abl binding, biochemical | inhibition, % at 7.35 µM | 360,000 compounds, 0.4% hits; in the data active = inhibition above about 5%, passing the limit was not always enough
FAS TE block: FAS thioesterase (human) inhibition. P49327. recombinant FAS-TE, OMFH fluorogenic substrate, fluorescence endpoint. inhibition, % at 15 µM. 360,000 compounds, 0.67% hits;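 active = compounds whose normalised, plate-corrected inhibition of enzyme fluorescence in the single-dose primary screen is 50% or more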;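 note: 0% = DMSO with enzyme and 100% = substrate without enzyme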
E coli Lon inh: inhibitors of E. coli Lon protease; 360,000 compounds, 0.42% hits; P0A9M0; inhibition, % at 7.94 µM; purified E. coli Lon protease, fluorescence polarization; in the data active = inhibition above about 13%, passing the limit was not always enough;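 note: 0% = enzyme with probe and DMSO and 100% = no enzyme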
The depositor's hits bear a star; i = inactive; . = no result given; & = joins results of further samples.

SMILES	MLLE-PAM2 inh	MT1-MMP act inh	bovine MsrA act	CendR NRP1 mod	Neddylation inh	SKN-1 inh	Rin1 Abl inh	FAS TE block	E coli Lon inh
COCCN(C(=O)COC(=O)CSc1ccc2ccccc2c1)c1c(N)n(Cc2ccccc2)c(=O)[nH]c1=O	-3	-2	-5	-8	i	-7	2	-4	4
Cc1cc(C)cc(NC(=O)c2ccc(S(=O)(=O)N(C)CC3CCCO3)cc2)c1 (configuration not stated)	8	4	1	2	i	25	2	8	-11
Cc1cc(C)c(-n2nnnc2SCC(=O)c2cccs2)c(C)c1	-78	0	-9	5	i	-13	-4	26	1
Cc1ccc(C)c(N2CCN(C(=O)CCc3nc(-c4cccc(Cl)c4)no3)CC2)c1	-5	-1	-1	4	i	13	-3	26	2
COc1ccc2nc(N3C(=O)C(O)=C(C(=O)c4ccco4)C3c3ccc(C)o3)sc2c1 (configuration not stated)	5	14	-10	-76	i	-12	1	2	-12
O=C(Nc1ccc(CN2CCOCC2)cc1)c1ccc2ccccc2c1	0	7	-5	-1	i	21	0	1	-4
CCOC(=O)c1cnn(C)c1NC(=O)c1ccc(Cl)cc1Cl	0	1	-3	-1	i	20	-2	-2	-1
CNCCCOc1cc(C)cc(C)c1C	7	5	-6	12	i	2	4	-6	-6
Cc1cc(=O)oc2c1c(C(F)(F)F)nn2-c1ccccc1	1	0	-1	0	i	-3	-1	1	-4
CC1CCN(S(=O)(=O)c2cc([N+](=O)[O-])ccc2Cl)CC1	0	-2	-8	-8	i	9	6	29	3

Shown as comma-separated lines: part of the list above
Compound,MLLE-PAM2 inh,MT1-MMP act inh,bovine MsrA act,CendR NRP1 mod,Neddylation inh,SKN-1 inh,Rin1 Abl inh,FAS TE block,E coli Lon inh
CCOC(=O)c1cnn(C)c1NC(=O)c1ccc(Cl)cc1Cl,0,1,-3,-1,i,20,-2,-2,-1
Cc1ccc(C)c(N2CCN(C(=O)CCc3nc(-c4cccc(Cl)c4)no3)CC2)c1,-5,-1,-1,4,i,13,-3,26,2
COCCN(C(=O)COC(=O)CSc1ccc2ccccc2c1)c1c(N)n(Cc2ccccc2)c(=O)[nH]c1=O,-3,-2,-5,-8,i,-7,2,-4,4
O=C(Nc1ccc(CN2CCOCC2)cc1)c1ccc2ccccc2c1,0,7,-5,-1,i,21,0,1,-4
Cc1cc(C)c(-n2nnnc2SCC(=O)c2cccs2)c(C)c1,-78,0,-9,5,i,-13,-4,26,1

Carrying on:
SMILES	MLLE-PAM2 inh	MT1-MMP act inh	bovine MsrA act	CendR NRP1 mod	Neddylation inh	SKN-1 inh	Rin1 Abl inh	FAS TE block	E coli Lon inh
COc1ccccc1-c1nc(S(=O)(=O)c2ccccc2)c(N2CCCCC2)o1	30	-1	-4	-8	i	9	1	0	9
CCN(CC)C(=O)CSc1nc(-c2ccco2)cc(C(F)(F)F)c1C#N	8	-3	-2	2	i	14	2	44	-8
CCCn1c(SCC(=O)Nc2ccc(OC)cc2[N+](=O)[O-])n[nH]c1=O	-14	6	-3	3	i	3	-5	0	-4
CCCCN(C=O)c1c(CC)nc2ccc(C(=O)N(C)Cc3ccco3)cn12	0	1	-3	-2	i	-8	-6	-9	-8
Cc1ccc([N+](=O)[O-])cc1S(=O)(=O)Nc1cccc(S(=O)(=O)NC2=NCCC2)c1	2	1	-2	0	i	0	-4	-2	5
CCC(=O)c1ccc(Oc2ccc(C(=O)c3ccc(C)cc3)cc2[N+](=O)[O-])cc1	-5	-6	-5	-14	i	5	2	12	-4
CCN1CCCC(OC(=O)C(c2ccccc2)c2ccccc2)C1 (configuration not stated)	5	4	-9	-4	i	-10	-1	-2	3
CC1C(=O)N2CCCc3cc(NC(=O)C(=O)NCCN4CCOCC4)cc1c32 (configuration not stated)	-9	5	-4	-3	i	-9	2	-6	-1
CCOC(=O)c1cc2sc(C)cc2n1CC(=O)NCc1ccc(F)cc1	0	-4	0	4	i	3	-4	-2	6
COc1ccc(NC(=S)Nc2ncccc2C)c(OC)c1	31	-16	-9	-4	i	1	3	4	-8
CNC(=O)c1c(NC(=O)CCS(=O)(=O)c2ccccc2)sc2c1CCN(C(=O)OC)C2	-12	-2	0	-17	i	-21	-3	-3	-19
COc1cccc(CN(C)Cc2cc(=O)oc3c(C)c(C)ccc23)c1	0	5	0	-1	i	-2	0	16	-4
Cc1cc2oc(C(=O)NCCc3ccc(S(N)(=O)=O)cc3)cc(=O)c2cc1C	-4	-1	3	5	i	-11	2	-9	-2
COC(=O)c1ccccc1COn1c(=O)c(C)[n+]([O-])c2ccccc21	2	-22	-3	-3	i	9	-1	-8	-3
CCOc1ccccc1NC(=O)c1ccc2c(c1)C(=O)N(CC(C)C)C2=O	17	3	-2	-1	i	4	0	-4	-9
CCc1ccc(C(=O)N2CCC(c3nc4ccccc4s3)CC2)cc1	3	3	-4	-4	i	-12	0	8	-7
c1ccc(CCNc2ccccn2)nc1	-4	6	-8	3	i	-12	5	-10	-4
CCOC(=O)C1C(=O)C=C(c2ccc(C)cc2)CC1c1ccco1 (configuration not stated)	-6	0	-1	-12	i	16	0	17	-3
CCN(CC)c1ccc(NC(=O)C2CC3CCC2C3)cc1 (configuration not stated)	-7	1	-1	-1	i	9	0	-6	4
CCOCCCNC(=O)Cn1nc(Cc2ccncc2)c2ccccc2c1=O	10	1	-2	10	i	9	2	0	19
COc1ccccc1CNC(=O)CCNC(=O)C1CCN(S(=O)(=O)c2ccccc2)CC1	14	1	-3	-2	i	-5	0	-6	-7
COc1ccccc1NC(=S)NC(=O)CCc1ccccc1	28	0	-5	-2	i	16	-2	23	6
Cc1ccc(-c2c[n+]3c(n2-c2ccccc2)CCC3)cc1	17	4	-8	3	i	-8	-4	-1	-10
CC1(C)C(=S)N(Cc2ccccc2)c2ccccc21	-11	4	-2	11	i	18	1	30	-3
O=C(Cn1c[n+](CC(=O)c2ccc([N+](=O)[O-])cc2)cn1)c1ccc([N+](=O)[O-])cc1	4&12	5&-5	6&-1	-1&2	i	2&-12	-3&-4	6&27	2&-5
CC1CCC2(CC1)NC(=O)N(Cc1cccc(C(F)(F)F)c1)C2=O (configuration not stated)	-9	-1	1	7	i	4	2	6	-4
Cc1cc(C)n(-c2ccc(Cl)c(C(=O)O)n2)n1	-4	2	-12	-1	i	-9	2	-6	-3
COc1ccc(C(=O)Nc2ccccc2NC(=O)c2ccc(OC)cc2)cc1	-4	-1	-4	-8	i	5	3	16	-3
Cc1cc(C)c(/C([O-])=C(/C(=S)Nc2ccc(SC(F)F)cc2)[n+]2ccccc2)cc1C	-39	-1	-1	-17	i	12	-3	9	3
Cc1ccccc1NC(=O)CSc1nc2[nH]c(=O)cc(O)c2s1	7	-4	-3	-25	i	7	-2	-6	-4
COc1ccc(C)cc1NC(=O)COC(C)=O	3	3	-13	2	i	-2	-2	-9	-1
O=C1N=c2ccccc2=C1c1[nH]c(=S)[nH]c1O	8	3	-9	-12	i	-4	-9	-1	-5
CCOC(=O)c1ccc(NC(=O)N2C3CCCC2CC(NC(C)=O)C3)cc1 (configuration not stated)	7	-2	-3	-2	i	-5	0	-5	-4
Cc1ccc(NC(=O)c2ccc(Cl)c(S(=O)(=O)NCc3ccco3)c2)c(O)c1	14	2	-1	0	i	12	2	-4	0
Cc1ccc(CCP(=O)(O)CN2CCOCC2)cn1	6	1	-12	-2	i	1	-1	-9	4
O=C(CSc1nnc(C2CC2)n1C1CC1)c1ccc(F)cc1	7	-2	-1	10	i	-8	2	-7	10
Cc1sc(NC(=O)C2CCCO2)c(C(N)=O)c1C (configuration not stated)	13	-5	-10	-2	i	-13	2	-10	-1
O=C(N/N=C/c1ccc2c(c1)OCO2)C(=O)Nc1ccccc1	4	1	-2	13	i	-9	1	-1	-7
CCN(CC)S(=O)(=O)c1cccc(C(=O)N2CC(O)CC2C(=O)O)c1 (configuration not stated)	5	1	0	4	i	9	-2	-7	1
O=C1C(=O)N(CCCn2ccnc2)C(c2ccc([N+](=O)[O-])cc2)/C1=C(\O)c1ccc2c(c1)OCCO2 (configuration not stated)	12	0	-1	-4	i	13	1	-3	-6
CCN(CC(=O)Nc1ccc(NC(C)=O)cc1)C(=O)C1CCCC1	-6	-1	0	19	i	10	4	-7	-7
CCOC(=O)CNC(=O)Cn1cnc2c(nnn2-c2ccc(OC)cc2)c1=O	-2	1	-2	14	i	23	2	-2	-1
N#CC1=C(S)N(c2ccccc2)C(c2ccc(-c3ccccc3Cl)o2)NC1=O (configuration not stated)	-8	-10	-3	-22	i	-2	-3	16	-33
Cc1ccsc1C=Nc1ccc(O)cc1	22	9	-11	0	i	28*	-1	-7	11
CCCC1CC(C)(c2csc(Nc3ccc(OCC)cc3)n2)OC1=O (configuration not stated)	-91	4	-1	-3	i	1	-6	20	8
COCc1cc(S(=O)c2ccc(Cl)cc2)nc(C)n1 (configuration not stated)	27	-3	-4	10	i	10	-3	3	10
CSCc1ccc(C(=O)NCc2ccc(C)cc2)cc1	3	3	-2	-5	i	-10	-4	0	2
CCOc1c(Cl)cc(CNCc2ccccn2)cc1OC	-3	1	-7	9	i	2	-2	-11	-4
COc1ccc2ccccc2c1C1NC(=O)NC(C)=C1[N+](=O)[O-] (configuration not stated)	-1	-5	1	5	i	8	-2	-6	2
COc1ccc(C2NCCc3c2[nH]c2ccccc32)cc1CSc1nc2ccccc2s1 (configuration not stated)	-25	-8	-6	-19	i	-1	3	-1	15

Later entries.
SMILES	MLLE-PAM2 inh	MT1-MMP act inh	bovine MsrA act	CendR NRP1 mod	Neddylation inh	SKN-1 inh	Rin1 Abl inh	FAS TE block	E coli Lon inh
O=C(c1ccco1)N1CCN(S(=O)(=O)Cc2ccc(Cl)cc2)CC1	-11	1	-2	-1	i	3	1	-3	-3
CN(C)/C=C\C(=C/C(=O)C(F)(F)F)Nc1ccccc1Oc1ccccc1	11	-2	-8	-1	i	7	4	19	-10
CCC(=O)c1cn(CC(=O)Nc2c(C)cccc2C)c2ccccc12	10	3	-2	-15	i	-11	3	6	4
Cc1sc(NC(=O)CS(=O)(=O)c2ccccc2)c(C#N)c1C	4	-2	3	0	i	7	-1	-4	-8
Cc1cc(/C(N)=N/OC(=O)Nc2cccc(C(F)(F)F)c2)no1	2	3	-1	4	i	10	2	2	-18
COc1cc(/C=N/NC(=O)C23CC4CC(CC(C4)C2)C3)cc(Br)c1O	-1	-2	-5	-14	i	3	-4	-9	-3
OC1CCCN(Cc2ccccc2)C1 (configuration not stated)	5	-2	-9	1	i	-12	-2	-14	5
CC(=O)Nc1ccc(S(=O)(=O)N(Cc2ccccc2)C(C)C)cc1	4	-1	-4	-11	i	15	-1	4	-3
CCOc1ccc(OCC)c(NC(=O)CN2CCN(c3cccc(C)c3C)CC2)c1	-11	-11	0	-7	i	15	3	33	-2
O=[N+]([O-])c1ccc(NN=C2CC3CCC2C3)c([N+](=O)[O-])c1 (configuration not stated)	-13	25	-3	-1	i	-2	1	12	-3
Cn1c(SCC(=O)Nc2ccccc2F)nnc1-c1cccnc1	21	-1	3	5	i	-5	0	-3	-7
Cc1ccc(S(=O)(=O)NNC(=O)C(=O)NNc2ccccn2)cc1	-3	7	0	4	i	-6	-2	-6	-2
c1ccc(-n2cnc3cc(NCc4ccco4)ccc32)cc1	6	5	9.5*	-16	i	8	-1	0	-3
Cc1cc(OCC(=O)Nc2ccc(S(=O)(=O)N3CCN(C)CC3)cc2)cc(C)c1Cl	7	2	-6	7	i	-4	3	6	-1
COc1ccc(C(=O)N/N=C(\C)CC(=O)N2CCN(C=O)CC2)cc1	2	1	0	-1	i	-1	-2	-5	4
CCC(=O)N1CCc2cc(S(=O)(=O)Nc3ccc4c(c3)OCCO4)ccc21	13	-2	0	-7	i	10	0	0	0
CC1(C)OC(=O)C2=C(C[C@@H](CCc3ccccc3)O[C@@H]2c2ccc(Cl)cc2)O1	.	1	-8	-21	i	7	.	24	10
